Pol iota inh: blocks human DNA polymerase iota activity; Q9UNA4; Pol iota fluorescent replication assay, 10 min; Potency, µM (highest dose often 115 µM), without a hit: top-dose activity, negative = inhibition, most hits filed as inhibitors; hit rate 1% among 390,000; AID 588590; further: potency means the concentration at half of the fitted maximal effect
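Pol iota at 10 nM preincubated 15 min with compounds at room temperature; reaction started with fluorescent substrate, 50 nM final. Fluorescence read kinetically at 0 and 10 min; buffer-only wells as negative control.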
GRP78 ERSR act: ER stress response induction in glioma; U87-MG GRP78 promoter luciferase reporter, 16 h; Potency, µM, for inactives: at the top dose activation, hits mostly activators; hit rate 0.02% among 420,000; AID 602332; further: potency means the concentration at half of the fitted maximal effect; series mostly up to about 76 µM; % of control where 0% means no effect; nearly all actives have a fitted effect of over 35% in size
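Stably transfected U87-MG glioma cells carrying a GRP78-based luciferase sensor; 16 h compound incubation. Luminescence end-point read 10 min after Bright-Glo addition at room temperature.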
APEX1 inh: APE1 (human) endonuclease inhibition; P27695; recombinant APE1, TAMRA/BHQ-2 abasic DNA cleavage fluorescence; Potency, µM (highest dose often 65.8 µM), for the others: at the highest dose activity change, negative = inhibition, actives largely listed as inhibitors; hit rate 0.35% among 350,000; AID 2517;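 further: potency means the concentration at half of the fitted maximal effect; plate controls were vehicle for no effect and reference inhibitor for full effect; nearly all actives have a fitted effect of over 55% in size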
Target sequence (P27695 whole entry, looked up): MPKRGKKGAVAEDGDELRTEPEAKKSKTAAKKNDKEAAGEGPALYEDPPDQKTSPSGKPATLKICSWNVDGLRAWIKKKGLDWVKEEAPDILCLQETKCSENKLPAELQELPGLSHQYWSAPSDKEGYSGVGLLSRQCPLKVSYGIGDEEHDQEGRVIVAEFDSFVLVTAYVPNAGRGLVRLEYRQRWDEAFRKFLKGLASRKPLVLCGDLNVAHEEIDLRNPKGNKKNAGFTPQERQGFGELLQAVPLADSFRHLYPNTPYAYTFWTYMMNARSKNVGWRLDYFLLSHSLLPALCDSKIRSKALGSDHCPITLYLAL
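Quantitative HTS: incision of a TAMRA/BHQ-2 double-stranded substrate bearing a tetrahydrofuran abasic site by 0.75 nM APE1 raises fluorescence. Substrate 50 nM final, added after 15 min compound preincubation at room temperature; progress as third-minus-first kinetic read difference.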
BLM helicase inh: inhibitors of human Bloom syndrome helicase BLM; P54132; recombinant BLM DNA unwinding, fluorescence dequenching; Potency, µM (series often up to 56.1 µM), for inactives: at the highest dose activity change, negative = inhibition, actives largely listed as inhibitors; hit rate 0.2% among 350,000;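 further: potency means the concentration at half of the fitted maximal effect; plate controls were vehicle for no effect and no enzyme for full effect; nearly all actives have a fitted effect of over 35% in size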
LDHA block: LDHA (human) enzyme inhibition | P00338 | hit rate 0.15% among 480,000 | AID 1347041 | activity change, % (values are at about 110 or 230 µM) | purified LDHA, NADH/diaphorase-resazurin fluorescence; active compounds read low; in the data active means activity change below about -30%; inconclusive means mostly about -25% to -30%;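 further: plate controls were DMSO wells for no effect and wells without enzyme for full effect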
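Human LDH5 (2 nM) was incubated with 0.06 mM NADH and 0.2 mM pyruvate for 5 min at room temperature in Tris pH 7.4. Remaining NADH was coupled through diaphorase/resazurin, and resorufin fluorescence was read at 0 and 20 min.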
POLK inh: blocks human DNA polymerase kappa activity | Q9UBT6 | purified Pol kappa, fluorescent DNA synthesis assay, 10 min | Potency, µM (series often up to 107 µM), for the others: at the top dose activity, negative = inhibition, usual class: inhibitors | hit rate 0.53% among 400,000; further: potency means the concentration at half of the fitted maximal effect; on the % scale 0 is the no-effect control and ±100 the full control effect
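Inhibition of 10 nM Pol kappa is measured by a fluorescent read-out at 0 and 10 min following addition of 50 nM substrate (final), with a 15-min room-temperature compound preincubation.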
Anesthetic bind: candidate novel general anesthetic via apoferritin binding | Potency, µM (titrated, usually from 77.5 µM), without a hit: at the top dose activity change, negative = displacement, most hits filed as inhibitors | apoferritin/1-aminoanthracene competitive binding, fluorescence | hit rate 0.074% among 350,000 | P02791; further: potency means the concentration at half of the fitted maximal effect; on the % scale 0 is the no-effect control and ±100 the full control effect; nearly all actives have a fitted effect of over 20% in size
Target sequence (P02791 2-175 limits assumed): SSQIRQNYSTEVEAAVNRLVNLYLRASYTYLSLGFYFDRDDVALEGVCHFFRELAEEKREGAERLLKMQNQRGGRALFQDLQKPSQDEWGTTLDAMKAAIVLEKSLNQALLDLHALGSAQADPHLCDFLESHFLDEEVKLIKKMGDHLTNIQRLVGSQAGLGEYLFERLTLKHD
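Horse-spleen apoferritin (10 uM) was mixed with 50% saturated 1-aminoanthracene in PBS, exposed to compounds for 10 min at room temperature, and read for fluorescence (ex 380 nm, em 535 nm). Competitive displacement was fitted with a four-parameter Hill equation.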
POLH inh: blocks human DNA polymerase eta activity; AID 588591; hit rate 1.2% among 390,000; Q9Y253; Potency, µM (highest dose often 114 µM), for the others: at the highest dose activity change, negative = inhibition, hits mostly inhibitors; recombinant Pol eta, fluorescent DNA replication assay; further: potency means the concentration at half of the fitted maximal effect; on the % scale 0 is the no-effect control and ±100 the full control effect
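Fluorescent replication assay: 50 nM final substrate added after a 15 min room-temperature compound preincubation with 10 nM enzyme. Signal taken at 0 min and again at 10 min.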
POLB inh: blocks human DNA polymerase beta activity; Pol beta primer extension/strand displacement, fluorescence kinetic; hit rate 1.3% among 340,000; P06746; Potency, µM (highest dose often 114 µM), for the others: top-dose activity change, negative = inhibition, most hits filed as inhibitors; further: potency means the concentration at half of the fitted maximal effect; on the % scale 0 is the no-effect control and ±100 the full control effect
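Homogeneous kinetic assay of primer extension and strand displacement by 10 nM Pol beta, preincubated 15 min at room temperature with compound before 50 nM substrate (final) was added. Read at 0 and 10 min; four-parameter Hill fit.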
Starred values were filed as active, the others as inactive; u = inconclusive; x = not tested or not shown; & = joins results of further samples; [ ] = another dose, or the depositor's remark. Unless noted, the call rests on the fitted dose curve; in most records, active means well fitted curve in the direction sought with a large enough effect; inconclusive means small, poorly fitted or top-dose-only effect, or another doubt; inactive means no such curve, though single readings can be large; an effect the other way counts as inactive or inconclusive. This is a subset; rates above refer to the full screens.

SMILES | Pol iota inh | GRP78 ERSR act | APEX1 inh | BLM helicase inh | LDHA block | POLK inh | Anesthetic bind | POLH inh | POLB inh
COc1cccc(CNC(=O)C2CCCN(S(=O)(=O)c3cccc4nonc34)C2)c1 (centres undefined) | 6% | -7% | -1% | -4% | -4 | -7% | u | 14% | 8%
O=C(O)c1ccc2c(c1)NC(=O)C(N1CCCC1)S2 (centres undefined) | u | -5% | u | 3% | -13 | -20% | -2% | u | -28%
CC(=O)Nc1nc(S(=O)(=O)c2ccc(C)cc2)c(Cl)s1 | 18% | -5% | -1% | -4% | 1 | -1% | -13% | -9% | -2%
COc1ccc(NC(=O)c2oc3ccccc3c2NC(=O)C23CC4CC(CC(C4)C2)C3)cc1 | 23% | 0% | x | -14% | 4 | -5% | -7% | -18% | 34%
COc1ccc(CNC(=O)c2ccc(NC(=O)N3CCSc4ncccc43)cc2)cc1OC | 11% | -2% | x | 0% | -10 | -1% | -6% | -17% | 3%
COCCNS(=O)(=O)c1ccc(C)c(C)c1C | 127%[activator] | -6% | -1% | -2% | -3 | -1% | -6% | -9% | 29%
CCCOc1ccc(NC(=O)CC2C(=O)N(c3cccc(C)c3)C(=O)N2CCc2ccncc2)cc1 (centres undefined) | 31%[activator] | -2% | x | -4% | -1 | -12% | -22% | -17% | -10%
COc1ccc(OCc2nnc(SCC(=O)c3c(N)n(C)c(=O)n(C)c3=O)n2-c2ccccc2F)cc1 | x | x | 12% | 0% | x | x | -4% | x | 27%
O=C(O)c1cc(NC(=S)NC(=O)C(c2ccccc2)c2ccccc2)ccc1Cl | 15% | -3% | -6% | -4% | -2 | -13% | -10% | -19% | 7%
CCOC(=O)c1[nH]c(C)c(C(=O)N2CCN(c3ccccc3OC)CC2)c1C | 33%[activator] | -4% | 31%[activator] | -9% | -5 | -2% | 0% | -2% | 21%
COc1ccccc1C(=O)NCCC(=O)NC1CCC(C)CC1 (centres undefined) | 27% | 4% | 14% | x | -5 | -5% | x | -8% | x
CCCC/C=C/[C@H](c1ccccc1)[C@H](CO)Cc1ccc([N+](=O)[O-])cc1 | -19% | 0% | -1% | -15% | x | -15% | -22% | x | x
CCCCCCOC(=O)C1(O)CC2OC1(C)n1c3ccccc3c3c4c(c5c6ccccc6n2c5c31)C(=O)NC4 (centres undefined) | x | -1%&-3% | 1% | 0%[2.38 µM] | x | 4%[19.4 µM] | -1% | x | x
COc1ccc(-c2sc(NC(C)=O)nc2-c2ccccc2)cc1 | 7% | 4% | -5% | -3% | -1 | -24% | -8% | -16% | -2%
CCN1CCN(C(=O)CSc2nc3c(c(=O)n(C)c(=O)n3C)n2C)CC1 | 24% | -5% | 50%[activator] | -4% | -7 | 4% | -1% | -17% | -1%
COc1cccc(-c2nnn(CC(=O)N(CC(C)C)C3CCS(=O)(=O)C3)n2)c1 (centres undefined) | -5% | -4% | 10% | x | 0 | 1% | x | -15% | x
Cn1cccc1C(=O)C(=O)Nc1cc(Cl)cc(Cl)c1 | u | -2% | 0% | 1% | -2 | -13% | -8% | -5% | 79%[activator]
CCc1ccc(N2C(=O)C(Cl)=C(N3CCOCC3)C2=O)cc1 | 24% | -3% | 1% | -1% | 0 | -6% | -5% | -4% | -27%
Cc1cc(C)cc(OCC(=O)NNC(=O)c2cc3ccccc3o2)c1 | 10% | -3% | 0% | -3% | -5 | 0% | -19% | -10% | -4%
CC(=O)Nc1ccc(S(=O)(=O)NCC2CCC(C(=O)NCCCN3CCCC3=O)CC2)cc1 (centres undefined) | -10% | -7% | 9% | -1% | -7 | 0% | -7% | 4% | 0%
COc1ccc2nc(NC(=O)CSc3nc(C)cc(=O)[nH]3)sc2c1 | -19% | -2% | -3% | -12% | -3 | -25% | -3% | -5% | 1%
Cc1ccc(S(=O)(=O)N2CCCCC2)cc1NC(=O)COC(=O)Cc1cccc2ccccc12 | 140%[activator] | 0% | -1% | -6% | -2 | -7% | -10% | -17% | 14%
COc1cccc(CN2CC(C(=O)NCc3ccc(C)o3)CCC2=O)c1 (centres undefined) | -2% | 1% | 22% | 0% | 0 | 9% | -8% | -7% | 16%
COc1cc(NC(=O)c2ccc(-c3cccc(F)c3)o2)ccc1NC(=O)c1ccccc1Cl | -20% | -3% | -10% | x | -3 | -17% | x | -6% | x
CSCCC(NC(=O)c1ccco1)C(=O)N1CCC(C(N)=O)CC1 (centres undefined) | 31%[activator] | -3% | -11% | x | -3 | -2% | x | 2% | x

3 entries from above in a different format.
Every second line gives: Pol iota inh | GRP78 ERSR act | APEX1 inh | BLM helicase inh | LDHA block | POLK inh | Anesthetic bind | POLH inh | POLB inh
COCCNS(=O)(=O)c1ccc(C)c(C)c1C
→ 127%[activator] | -6% | -1% | -2% | -3 | -1% | -6% | -9% | 29%
Cc1ccc(S(=O)(=O)N2CCCCC2)cc1NC(=O)COC(=O)Cc1cccc2ccccc12
→ 140%[activator] | 0% | -1% | -6% | -2 | -7% | -10% | -17% | 14%
COc1cccc(CN2CC(C(=O)NCc3ccc(C)o3)CCC2=O)c1 (centres undefined)
→ -2% | 1% | 22% | 0% | 0 | 9% | -8% | -7% | 16%

New compounds follow:
SMILES | Pol iota inh | GRP78 ERSR act | APEX1 inh | BLM helicase inh | LDHA block | POLK inh | Anesthetic bind | POLH inh | POLB inh
CC1(C)CC(=O)c2cc(-c3nc(-c4ccc(Cl)cc4)cs3)c(=O)[nH]c2C1 | 9% | -1% | x | -4% | 0 | 5% | -8% | -8% | 1%
COc1ccc(C(=O)C2CCCN(Cc3nc4ccccc4nc3C)C2)cc1OC (centres undefined) | u | -3% | -15% | 2% | 8 | 11% | -12% | -9% | 2%
O=C(NCCc1ccncc1)Nc1ccc(Cl)cc1 | 9% | -1% | -1% | -1% | 0 | -5% | -12% | -12% | -8%
CCc1nc(CN2CCN(Cc3ccc(F)c(F)c3)C(CCO)C2)c(C)[nH]1 (centres undefined) | 5% | -2% | 3% | -1% | -6 | 7%[60.1 µM] | -8% | -1% | 13%
CC(=O)N[C@@H](Cc1c[nH]c2ccccc12)C(=O)OCC(=O)Nc1ccc2c(c1)OCO2 | 25% | 2% | x | x | -1 | 1% | x | -15% | x
COc1cccc(-c2nc(CS(=O)(=O)CC(=O)NCCc3ccc(Cl)cc3)c(C)o2)c1 | -17% | -3% | x | -8% | -11 | -12% | -13% | 7% | 1%
CC(=O)c1cccc(NC(=O)c2cccc(NC(=O)c3ccco3)c2)c1 | u | -2% | 16% | -17% | -4 | -19% | -10% | -7% | u
Cc1nc(=O)c(-c2ccccc2)c(C)n1-c1ccccc1Cl | -7% | 0% | x | x | -1 | 6% | x | 4% | x
CCN(C(=O)COC(=O)c1cc2c(s1)CCCCC2)C1CCS(=O)(=O)C1 (centres undefined) | 30%[activator] | -1% | 33% | -2% | -6 | -10% | -5% | -16% | -3%
COCc1cc(C)nc(N2CCNCC2)c1C#N | 12% | -2% | 18% | -5% | -3 | -1% | -12% | -13% | 19%
CCCCNC(=O)C1CCCN1S(=O)(=O)c1cccc2nsnc12 (centres undefined) | 5% | -4% | 6% | 0% | -6 | -20% | 7% | 1% | 3%
Fc1ccc(-n2cc(-c3ccccc3)c3c(N4CCOCC4)ncnc32)cc1 | 38%[activator] | -7% | -3% | -12% | 2 | 8% | -14% | -17% | -15%
CC(C)(C)c1cc(C(=O)NNS(=O)(=O)c2ccccc2)n[nH]1 | 20% | 0% | -8% | -6% | 1 | -9% | -2% | -10% | -9%
Cc1ccc(NC(=O)CNC(=O)Cc2cccc3ccccc23)nc1 | 15% | 4% | -1% | -2% | -16 | -7% | -11% | 8% | 43%
Cc1nc2ccccc2c2nc(N)nn12 | 22% | -6% | u | 3% | 0 | -1% | -10% | -12% | 0%
CCn1c(=NC(=O)CCS(=O)(=O)c2ccccc2)sc2cccc(OC)c21 | 20% | -2% | -3% | -6% | -3 | -13% | -7% | -11% | -16%
C#CC[N+]1(CC#Cc2ccccc2)CCCC1 | 7% | -3% | -3% | 2% | -9&-6 | -3% | -5% | -14% | 7%
Cc1cccc(-c2n[nH]c(=S)n2/N=C/c2cccs2)c1 | 23% | 3% | -4% | -14% | -2 | 7% | -5% | -11% | 15%
Cc1cc2c(cc1Cl)N(C(=O)Nc1ccnc3ccccc13)CC2 | u | -4% | -4% | x | x | 5%[60.1 µM] | x | 2%[57.1 µM] | -3%[57.1 µM]
Cn1cc(C2=C(c3cn(CCCSC(=N)N)c4ccccc34)C(=O)NC2=O)c2ccccc21 | 89µM* | -12%&-9%&-12% | -6%&-2%&10% | -16%&-25% | -1 | 4%[60.1 µM] | u | x | x

Pol iota inh, entries above that show a hit.
SMILES | Pol iota inh | GRP78 ERSR act | APEX1 inh | BLM helicase inh | LDHA block | POLK inh | Anesthetic bind | POLH inh | POLB inh
Cn1cc(C2=C(c3cn(CCCSC(=N)N)c4ccccc34)C(=O)NC2=O)c2ccccc21 | 89µM* | -12%&-9%&-12% | -6%&-2%&10% | -16%&-25% | -1 | 4%[60.1 µM] | u | x | x

Full records, quoted from the list. Order of screens: Pol iota inh, GRP78 ERSR act, APEX1 inh, BLM helicase inh, LDHA block, POLK inh, Anesthetic bind, POLH inh, POLB inh
Listed for `Cn1cccc1C(=O)C(=O)Nc1cc(Cl)cc(Cl)c1` : u, -2%, 0%, 1%, -2, -13%, -8%, -5%, 79%[activator]
Listed for `O=C(O)c1ccc2c(c1)NC(=O)C(N1CCCC1)S2` (centres undefined) : u, -5%, u, 3%, -13, -20%, -2%, u, -28%
Listed for `CCCC/C=C/[C@H](c1ccccc1)[C@H](CO)Cc1ccc([N+](=O)[O-])cc1` : -19%, 0%, -1%, -15%, x, -15%, -22%, x, x
Listed for `CCCOc1ccc(NC(=O)CC2C(=O)N(c3cccc(C)c3)C(=O)N2CCc2ccncc2)cc1` (centres undefined) : 31%[activator], -2%, x, -4%, -1, -12%, -22%, -17%, -10%
Listed for `COCCNS(=O)(=O)c1ccc(C)c(C)c1C` : 127%[activator], -6%, -1%, -2%, -3, -1%, -6%, -9%, 29%
